Source: PubChem (several laboratories)
SSB-PriA inh – inhibitors of Klebsiella pneumoniae PriA binding to SSB C-terminal tail | AlphaScreen SSBct-PriA binding, biotinylated peptide | inhibition, % at 33 µM | 430,000 compounds, 0.6% hits; in the data active = inhibition mostly above about 37%, no sharp cut-off; inactive = mostly below about 20%;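 also: plate controls were negative control peptide for no effect and reference peptide for full effect; strong numbers were not always called active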
Mtb FBA inh – inhibits M. tuberculosis FBA enzyme; inhibition, % at 1 µM; 360,000 compounds, 2.3% hits; P9WQA3; AID 588726; purified M. tuberculosis FBA, fluorescence read-out; in the data active = inhibition above about 27%;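 also: 0% = vehicle and 100% = reference inhibitor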
BioA inh – blocks M. tuberculosis BioA enzyme activity; purified M. tuberculosis BioA enzyme, plate reader; 360,000 compounds, 0.096% hits; inhibition, % at 9.99 µM; in the data active = inhibition above about 40%
MazEF act – increases E. coli MazEF RNase cleavage of RNA. P0AE70. FAM/BHQ RNA-DNA oligo cleavage fluorescence, 5 h. activation, % at 20 µM. 350,000 compounds, 0.32% hits; in the data active = activation above about 50%
Target sequence (P0AE70 whole entry, looked up): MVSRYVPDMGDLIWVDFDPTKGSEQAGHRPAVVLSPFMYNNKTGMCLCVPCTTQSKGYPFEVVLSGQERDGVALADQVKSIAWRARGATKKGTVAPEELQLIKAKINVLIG
SARS 3CLpro inh – SARS-CoV 3CLpro protease inhibition. 290,000 compounds, 0.14% hits. inhibition, % at 6 µM. recombinant SARS-CoV 3CLpro, quenched FRET peptide cleavage. P0C6X7; in the data active = inhibition above about 12%
GDH-TPI counter – counter-screen for M. tuberculosis FBA inhibitors: GDH-TPI coupled enzymes; GDH-TPI coupled enzyme counterscreen, NADH absorbance; inhibition, % at 4.8 µM; 360,000 compounds, 1.2% hits; in the data active = inhibition above about 30%;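 also: 0% = DMSO wells and 100% = wells lacking the enzyme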
UGM FP inh – Mtb UDP-galactopyranose mutase inhibition. P9WIQ1. 320,000 compounds, 0.06% hits. inhibition, % at 10 µM. AID 504406. purified UGM, fluorescence polarization probe displacement; in the data active = inhibition above about 10%, passing the limit was not always enough
Target sequence (P9WIQ1 whole entry, looked up): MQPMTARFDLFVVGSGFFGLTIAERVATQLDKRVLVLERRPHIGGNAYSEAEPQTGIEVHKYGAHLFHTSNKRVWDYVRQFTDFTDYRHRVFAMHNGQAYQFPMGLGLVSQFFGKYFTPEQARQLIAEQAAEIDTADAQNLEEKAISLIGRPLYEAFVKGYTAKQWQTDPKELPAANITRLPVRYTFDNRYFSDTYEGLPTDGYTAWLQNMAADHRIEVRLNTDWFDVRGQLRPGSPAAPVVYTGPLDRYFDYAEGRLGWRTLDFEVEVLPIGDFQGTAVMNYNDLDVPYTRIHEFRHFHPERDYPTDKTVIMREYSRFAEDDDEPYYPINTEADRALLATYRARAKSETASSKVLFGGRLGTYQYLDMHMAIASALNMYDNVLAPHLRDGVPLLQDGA
BH1578 lux ind – induces V. cholerae light production without autoinducers; 350,000 compounds, 0.16% hits; activation, % at 18.7 µM; V. cholerae BH1578 lux reporter, luminescence, 6 h; in the data active = activation mostly above about 9.7%, no sharp cut-off; also: not every result past the cut was called active; inactives centre near 0; reference of the scale not given here
VHR inh abs – blocks human VHR1 dual specificity phosphatase | P51452 | AID 1654 | inhibition, % at 13.3 µM | 290,000 compounds, 0.52% hits | recombinant VHR phosphatase, pNPP absorbance; in the data active = inhibition above about 50%; also: some compounds called inactive have numbers as strong as hits
Target sequence (P51452 whole entry, looked up): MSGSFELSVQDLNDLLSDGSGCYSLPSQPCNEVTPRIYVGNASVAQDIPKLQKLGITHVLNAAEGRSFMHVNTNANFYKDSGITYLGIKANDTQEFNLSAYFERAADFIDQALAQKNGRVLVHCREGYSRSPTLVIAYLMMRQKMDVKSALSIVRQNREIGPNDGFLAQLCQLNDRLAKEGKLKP
Rv3671c inh – Rv3671c (M. tuberculosis) protease inhibition. P9WHR9. inhibition, % at 5.96 µM. 320,000 compounds, 0.048% hits; in the data active = inhibition above about 38%;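 also: extracellular domain of Rv3671c used as enzyme; 0% = enzyme with DMSO and 100% = no enzyme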
* = called active by the depositor; i = inactive; · = no result given; & = joins results of further samples. This is a subset, so the mix of outcomes need not match the whole.

(1) CCCNC(=O)C1(C)CCCN(Cc2cc(-c3ccccc3)nn2C)C1 (configuration not stated)
(2) COCCN(C(=O)CSc1nc2ccccc2o1)c1c(N)n(Cc2ccccc2)c(=O)[nH]c1=O
(3) COc1cccc(OCCCn2ccnc2)c1
(4) COC(=O)c1ccc(CNC(=O)c2ccc(S(=O)(=O)N3CCCCCC3)cc2)cc1
(5) N=c1ccn(Cc2ccccc2Cl)cc1
(6) COc1ccc(N(CC(=O)NCc2ccccc2Cl)S(=O)(=O)c2c(C)noc2C)cc1
(7) O=C(Nc1ccc(S(=O)(=O)Nc2nccs2)cc1)C1CC(=O)N(c2ccccc2)C1 (configuration not stated)
(8) O=C(c1ccc(Cl)cc1[N+](=O)[O-])N1CCOCC1
screen / no.	1	2	3	4	5	6	7	8
SSB-PriA inh	·	11	2	-2	3	-5	-5	-9
Mtb FBA inh	-3	1	1	0	-2	0	-3	1
BioA inh	0.5	0.8	0.6	·	-0.4	0.3	·	-1.1
MazEF act	·	4	7	-8	-1	7	-7	9
SARS 3CLpro inh	·	·	-2	·	3	0	4	6
GDH-TPI counter	12	-5	-4	8	-1	0	-8	-4
UGM FP inh	·	-1.5	-3.1	0.0	-2.1	-2.2	-1.9	-0.6
BH1578 lux ind	i	i	1.5	i	0.6	-0.3	-1.0	-1.0
VHR inh abs	·	·	30	·	-2	10	26	8
Rv3671c inh	·	8	4	-16	-4	-3	2	-1

(9) CCc1nnc(NC(=O)CN2CCN(C3CCCCC3)CC2)s1
(10) CCCCc1nc(NCC2CCCO2)c(C#N)c2c1COC(C)(C)C2 (configuration not stated)
(11) CCOC(=O)C(=O)Nc1ccc(OC)c(Cl)c1
(12) COC(=O)C(O)(NC(=O)c1ccncc1)C(F)(F)F (configuration not stated)
(13) CNC(=S)NC1(C)CCS(=O)(=O)C1 (configuration not stated)
(14) O=C(Nc1ccc(Oc2ccccc2)nc1)C1CCN(Cc2ccccc2)CC1
(15) COc1cc2[nH]c(=O)n(-c3cccc(Cl)c3)c(=O)c2cc1OC
(16) CS(=O)c1ccccc1COC(=O)Nc1ccc(Cl)cc1 (configuration not stated)
screen / no.	9	10	11	12	13	14	15	16
SSB-PriA inh	-4	0	-9	0	-8	-1	-10	-8
Mtb FBA inh	3	7	3	6	0	1	21	5
BioA inh	-0.3	0.3	·	·	0.1	0.3	-1.1	0.9
MazEF act	11	-3	-17	-5	7	-8	3	1
SARS 3CLpro inh	4	1	-1	0	-1	-2	-2	6
GDH-TPI counter	1	2	7	-12	14	4	17	8
UGM FP inh	0.8	1.4	0.1	3.4	-0.1	-0.3	-0.3	3.0
BH1578 lux ind	i	-7.7	-0.6	0.0	0.8	-0.6	i	i
VHR inh abs	6	-5	28	-11	19	10	-2	-5
Rv3671c inh	0	-2	-5	-6	7	-7	-3	0

(17) CCC(=O)Nc1cccc(NC(=O)c2cccnc2)c1
(18) Cn1c(CNC(=O)Nc2cccc(Cl)c2)nnc1SCc1ccccc1
(19) COC(=O)N1N=C(c2ccccc2)CC1(O)C(F)(F)F (configuration not stated)
(20) COc1cc(NC(=O)C2CC(c3cccc(Br)c3)=NO2)cc(OC)c1OC (configuration not stated)
(21) CCOC(CCNC(=O)CCC(=O)Nc1ccc2nc(N3CCN(C)CC3)cc(C)c2c1)OCC
(22) CC(=O)Nc1ccc(Sc2ncccc2C(=O)Nc2ccc(F)cc2)cn1
(23) COc1ccc(S(=O)(=O)N2CCc3ccccc32)cc1C(=O)NCc1ccco1
(24) COc1cc2c(cc1OC)-c1cc(Nc3ccccc3)nc(=O)n1CC2
screen / no.	17	18	19	20	21	22	23	24
SSB-PriA inh	-21	-11	6	-9	-5	-9	-1	-7
Mtb FBA inh	4	-1	6	1	19	0	4	9
BioA inh	28	-3.2	·	-0.4	-0.2	0.0	-2.3	-0.6
MazEF act	335*	0	-1	-4	-2	8	7	5
SARS 3CLpro inh	-2	0	0	13*	-2	2	·	-3
GDH-TPI counter	10	7	7	4	6	0	6	18
UGM FP inh	-0.5	-1.8	0.8	-2.4	-1.3	0.2	·	1.8
BH1578 lux ind	i	-0.2	0.2	-1.2	i	i	i	i
VHR inh abs	10	29	27	13	10	30	·	0
Rv3671c inh	4	-7	-5	4	9	-7	·	8

A draw from above in order of molecular weight, low to high.
(11) CCOC(=O)C(=O)Nc1ccc(OC)c(Cl)c1
(8) O=C(c1ccc(Cl)cc1[N+](=O)[O-])N1CCOCC1
(9) CCc1nnc(NC(=O)CN2CCN(C3CCCCC3)CC2)s1
(1) CCCNC(=O)C1(C)CCCN(Cc2cc(-c3ccccc3)nn2C)C1 (configuration not stated)
(23) COc1ccc(S(=O)(=O)N2CCc3ccccc32)cc1C(=O)NCc1ccco1
(7) O=C(Nc1ccc(S(=O)(=O)Nc2nccs2)cc1)C1CC(=O)N(c2ccccc2)C1 (configuration not stated)
screen / no.	11	8	9	1	23	7
SSB-PriA inh	-9	-9	-4	·	-1	-5
Mtb FBA inh	3	1	3	-3	4	-3
BioA inh	·	-1.1	-0.3	0.5	-2.3	·
MazEF act	-17	9	11	·	7	-7
SARS 3CLpro inh	-1	6	4	·	·	4
GDH-TPI counter	7	-4	1	12	6	-8
UGM FP inh	0.1	-0.6	0.8	·	·	-1.9
BH1578 lux ind	-0.6	-1.0	i	i	i	-1.0
VHR inh abs	28	8	6	·	·	26
Rv3671c inh	-5	-1	0	·	·	2

Next section:
(25) CC(=O)c1ccccc1OC(=O)c1ccc(-c2ccccc2)cc1
(26) NC(=O)CN1C(=O)C(O)(CC(=O)/C=C\C=C\c2ccccc2)c2ccccc21 (configuration not stated)
(27) CCOC(=O)c1cnc(-c2ccc(C(F)(F)F)cn2)[nH]c1=O
(28) COc1cccc(C(=O)Nc2c(C(N)=O)oc3ccccc23)c1
(29) CCc1ccccc1NC(=O)Cn1nc(C)n2cccc2c1=O
(30) COc1ccc(S(=O)(=O)NC(C)C(=O)NCc2ccc3c(c2)OCO3)cc1OC (configuration not stated)
(31) COc1ccc(-c2cc(C(=O)Nc3cc(C)nn3-c3ccccc3)no2)cc1OC
(32) Cc1ccccc1OCCn1cc(C(=O)C(=O)N2CCOCC2)c2ccccc21
screen / no.	25	26	27	28	29	30	31	32
SSB-PriA inh	-7	-4	38	4	-14	-9	0	13
Mtb FBA inh	-1	0	1	0	7	3	0	-4
BioA inh	-0.7	·	-2.1	0.1	-2.2	-6.1	2.3	·
MazEF act	-2	4	0	11	0	0	0	15
SARS 3CLpro inh	·	-4	-3	-8	-1	2	6	-2
GDH-TPI counter	1	34*	7	-6	2	7	-1	10
UGM FP inh	1.7	·	5.9	1.9	0.8	3.6	1.4	1.5
BH1578 lux ind	-0.8	3.4	i	-0.2	-0.2	-0.6	0.3	i
VHR inh abs	·	14	10	24	7	-3	27	-7
Rv3671c inh	3	-15	-19	1	-11	4	4	4

(33) C=CCC1=C/C(=C\c2c(N)n3nc(CC(=O)N4CCOCC4)sc3nc2=O)C=C(OC)C1=O
(34) O=C(NNC(=O)c1ccc(SCC2CCCO2)c([N+](=O)[O-])c1)c1ccc(F)cc1 (configuration not stated)
(35) CN(C)c1ccc(/C=C/c2ccc3ccccc3[n+]2C)cc1
(36) CCOc1cc(-c2ccc(N)c(OCC)c2)ccc1N
(37) COc1ccccc1N(CC(=O)NCC1CCCO1)C(=O)CNS(=O)(=O)c1ccc(Cl)cc1 (configuration not stated)
(38) CCOc1cc(C(=O)OC(C)C(=O)Nc2ccc(S(N)(=O)=O)cc2)ccc1OCC(=O)N1CCOCC1 (configuration not stated)
(39) COc1ccc(-n2nc(C(=O)NCC(=O)N3CCCCCC3)c3ccccc3c2=O)cc1OC
(40) CCCN(C)C[C@H]1Oc2cc(C#Cc3ccc(F)cc3)ccc2S(=O)(=O)N([C@H](C)CO)C[C@@H]1C
screen / no.	33	34	35	36	37	38	39	40
SSB-PriA inh	·	3	14	70*	8	-2	-5	·
Mtb FBA inh	-7	4	-20	13	-2	1	2	5
BioA inh	-7.7	-1.1	12	1.0	-2.9	0.5	1.0	-0.9&-1.2&-1.5
MazEF act	-570	4	11	-32	4	2	8	-3
SARS 3CLpro inh	-5	-1	-6	-1	-2	·	2	·
GDH-TPI counter	21	5	-1	10	-11	-1	5	9
UGM FP inh	-37	-3.5	-2.0	-1.8	-1.1	1.0	3.3	·
BH1578 lux ind	0.9	2.5	i	i	-0.6	-0.2	-0.3	i
VHR inh abs	4	14	33	-12	17	·	15	·
Rv3671c inh	-5	-9	-58	5	2	10	2	·

(41) O=C(NC1CCCCC1)c1cccnc1Sc1ccccc1
(42) O=C(Nc1ccncc1)c1ccc(Cl)c(S(=O)(=O)N2CCc3ccccc32)c1
(43) Cc1ccc(-c2noc(CCC(=O)Nc3ccc4c(c3)OCO4)n2)cc1
(44) Cc1cc(=O)n2nc(N3CCCC3C(=O)Nc3ccc(C(C)C)cc3)sc2n1 (configuration not stated)
(45) COc1ccc(C2=NS(=O)(=O)N(C)C(C(=O)Nc3ccc(C)cc3)=C2)cc1
(46) O=C(CN1C(=O)c2ccccc2S1(=O)=O)Nc1ccc(S(=O)(=O)N2CCCCC2)cc1
(47) COc1ccc(NC(=O)c2oc3ccccc3c2NC(=O)C2CC2)c(OC)c1
(48) CCOc1ccccc1NC(=O)CN1c2cccc3cccc(c23)S1(=O)=O
(49) O=C1NC(=O)[C@]2(Cc3ccccc3N3CCN(c4ccccc4)CC32)C(=O)N1Cc1ccccc1 (some centres not stated)
(50) O=C(N/N=C/c1cccs1)c1ccc(NC(=O)c2ccccc2Cl)cc1
(51) O=C(COC(=O)C1CC1)NCCNC(=O)COC(=O)C1CC1
screen / no.	41	42	43	44	45	46	47	48	49	50	51
SSB-PriA inh	-2	·	-10	-16	8	26	-7	-7	5	·	0
Mtb FBA inh	-2	4	2	6	-1	1	3	3	0	0	0
BioA inh	·	0.5	3.1	-1.4	-0.8	-0.6	0.8	0.0	-2.1	·	2.5
MazEF act	9	-3	-7	-29	9	-1	-1	0	3	-3	2
SARS 3CLpro inh	-2	·	-2	-7	4	3	1	·	5	1	·
GDH-TPI counter	-7	1	10	2	27	4	0	5	-6	33*	10
UGM FP inh	0.8	0.5	-1.3	-3.4	-1.6	-2.5	3.0	-2.6	0.4	-1.4	0.5
BH1578 lux ind	i	i	i	-0.1	-0.2	i	-0.3	-2.1	-0.3	i	i
VHR inh abs	16	·	39	9	-6	-13	-4	·	18	9	·
Rv3671c inh	2	-38	2	-6	-28	1	-3	-1	-7	1	5
